3T3 cytotox: kills NIH 3T3 cells. Potency, µM (highest dose often 96.7 µM), inactives show at the top dose activity change, negative = cytotoxicity, hits mostly inhibitors. 94,000 tested, 4.3% active. NIH 3T3 viability, CellTiter-Glo ATP luminescence, 48-72 h; further: potency means the concentration at half of the fitted maximal effect; nearly all actives have a fitted effect of over 55% in size
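Cells were seeded at 400 per well, treated with pin-transferred compound, and kept 48 or 72 hr at 37 °C before CellTiter-Glo addition and luminescence imaging of cellular ATP.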
SNCA viab count: reduces viability of HEK-293 SNCA reporter cells | AID 1671193 | Potency, µM (doses to about 57.1 µM), for inactives: top-dose activity change, negative = cytotoxicity, hits mostly cytotoxic | 150,000 tested, 0.12% active | HEK-293-SNCA-luc viability, GF-AFC fluorescence, 24 h;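 further: potency means the concentration at half of the fitted maximal effect; 0% = DMSO-treated cells and -100% = medium-only wells without cells; nearly all actives have a fitted effect of over 30% in size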
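Cytotoxicity counterscreen: after 24 h compound treatment of genome-edited SNCA-luciferase HEK-293 cells, live-cell protease substrate GF-AFC read by fluorescence after 30 min; activity scaled between DMSO (0%) and medium-only (-100%), curves Hill-fitted.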
HEK cytotox: kills HEK 293 cells; HEK 293 viability, ATP luminescence (CellTiter-Glo), 48-72 h; Potency, µM (titrated, usually from 115 µM), for inactives: at the highest dose activity change, negative = cytotoxicity, hits mostly inhibitors; 94,000 tested, 6.6% active; further: potency means the concentration at half of the fitted maximal effect; nearly all actives have a fitted effect of over 60% in size
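CellTiter-Glo luminescence (cellular ATP) was read after 48 or 72 hr of compound exposure at 37 degree Celsius. Cells were HEK 293 plated at 250 cells/well.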
GPT2 inh: inhibitors of human GPT2 alanine aminotransferase. Q8TD30. Recombinant GPT2, coupled pyruvate oxidase/HRP Amplex Red fluorescence. Potency, µM (highest dose often 57.7 µM), for inactives: at the top dose activity change, negative = inhibition, hits mostly inhibitors. 100,000 tested, 0.25% active; further: potency means the concentration at half of the fitted maximal effect; nearly all actives have a fitted effect of over 60% in size; many of its hits are not listed in these tables
Target sequence (Q8TD30 whole entry, looked up): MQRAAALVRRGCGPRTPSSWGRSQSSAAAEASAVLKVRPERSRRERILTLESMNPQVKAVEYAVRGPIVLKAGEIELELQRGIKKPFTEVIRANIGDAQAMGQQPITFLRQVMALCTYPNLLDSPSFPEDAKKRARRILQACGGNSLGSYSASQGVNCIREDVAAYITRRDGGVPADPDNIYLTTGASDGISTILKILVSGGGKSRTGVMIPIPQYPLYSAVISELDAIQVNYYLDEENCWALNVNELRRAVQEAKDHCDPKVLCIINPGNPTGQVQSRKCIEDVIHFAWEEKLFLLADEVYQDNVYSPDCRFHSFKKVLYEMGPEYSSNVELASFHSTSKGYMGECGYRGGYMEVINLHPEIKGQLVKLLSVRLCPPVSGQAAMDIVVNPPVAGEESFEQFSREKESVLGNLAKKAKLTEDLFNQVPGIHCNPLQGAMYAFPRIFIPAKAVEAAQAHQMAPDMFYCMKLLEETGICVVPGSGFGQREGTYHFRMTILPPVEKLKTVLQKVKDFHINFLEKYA
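Recombinant GPT2 (10ng/uL) with 250uM a-KG and 2mM L-alanine, 30 min at room temperature, in HEPES pH 7.5 buffer. Pyruvate detected by pyruvate oxidase/HRP/Amplex Red fluorescence after 30 min in the dark; AOA (50uM) as positive control.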
SNCA expr inh: SNCA gene expression inhibition; HEK-293 SNCA-luciferase knock-in, luminescence, 24 h; AID 1671194; Potency, µM (titrated, usually from 57.2 µM), for the others: top-dose activity change, negative = inhibition, usual class: inhibitors; 140,000 tested, 0.17% active;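 further: potency means the concentration at half of the fitted maximal effect; plate controls were DMSO cells for no effect and cell-free wells for full effect; nearly all actives have a fitted effect of over 45% in size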
IP6K1 inhibitor: IP6K1 kinase inhibition; activity change, % (series mostly up to about 58 µM); 140,000 tested, 0.81% active; Q92551; IP6K1 kinase, ADP-Glo luminescence, 2 h; hits give low values; in the data active means activity change below about -25%
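ADP-Glo luminescence measures ADP made by human IP6K1 during a 2 h RT reaction with ATP/IP6 (mix at 1.3 mM/130 uM); top library doses 57.5 and 19.1 uM final.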
Luciferase inh: blocks purified firefly luciferase enzyme activity; purified P. pyralis luciferase, luminescence, biochemical; 76,000 tested, 2.5% active; AID 1347043; P08659; Potency, µM (highest dose often 115 µM), for inactives: at the top dose activity change, negative = inhibition, hits mostly inhibitors; further: potency means the concentration at half of the fitted maximal effect; nearly all actives have a fitted effect of over 65% in size
Target sequence (P08659 whole entry, looked up): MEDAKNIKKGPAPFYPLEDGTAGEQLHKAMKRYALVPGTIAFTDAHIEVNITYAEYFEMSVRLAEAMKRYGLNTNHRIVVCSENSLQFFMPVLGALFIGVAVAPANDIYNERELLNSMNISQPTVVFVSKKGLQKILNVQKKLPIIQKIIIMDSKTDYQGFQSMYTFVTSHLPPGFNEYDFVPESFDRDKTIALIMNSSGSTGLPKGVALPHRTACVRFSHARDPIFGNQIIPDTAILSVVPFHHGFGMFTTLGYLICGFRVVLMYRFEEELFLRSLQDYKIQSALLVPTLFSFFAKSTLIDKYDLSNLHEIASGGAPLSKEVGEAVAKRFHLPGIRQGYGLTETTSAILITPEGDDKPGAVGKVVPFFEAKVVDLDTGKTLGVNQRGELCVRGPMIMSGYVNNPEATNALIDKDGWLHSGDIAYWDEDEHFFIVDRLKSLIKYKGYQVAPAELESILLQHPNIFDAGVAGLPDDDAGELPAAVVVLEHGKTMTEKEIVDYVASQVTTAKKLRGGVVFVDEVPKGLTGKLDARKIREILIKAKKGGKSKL
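Biochemical qHTS: compound (6-point titration) added to 10uM D-luciferin plus 10uM ATP in Tris acetate pH 7.5 buffer with Mg, Tween-20 and BSA, then purified enzyme at 10nM; light output imaged.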
Numbers without * were called inactive; i = inactive; ? = inconclusive; . = no result given; [ ] = dose if it differs, or a comment. Unless noted, the call rests on the fitted dose curve; in most records, active means well fitted curve in the direction sought with a large enough effect; inconclusive means small, poorly fitted or top-dose-only effect, or another doubt; inactive means no such curve, though single readings can be large; an effect the other way counts as inactive or inconclusive. Unless noted, on the % scale 0 is the no-effect control and ±100 the full control effect. Compounds were not picked by outcome; about 7.8% have a hit in one of these screens.

SMILES	3T3 cytotox	SNCA viab count	HEK cytotox	GPT2 inh	SNCA expr inh	IP6K1 inhibitor	Luciferase inh
COCCCNC(=O)c1cn2cc(-c3ccc(C)cc3)sc2n1	?	6.4%[87.6 µM]	?	-1.0%[88.5 µM]	80.8%[activator][87.6 µM]	1.9	.
CC(=O)O[C@H]1C[C@@]2(C)[C@@H](CC[C@H]3[C@@]4(C)C=CC(=O)[C@@H](C)[C@@H]4[C@H](OC(C)=O)C(=O)[C@@]32C)/C1=C(\CCC=C(C)C)C(=O)O	.	-7.1%[23.9 µM]	.	i	.	1.4	.
O=C(Nc1ccc(OC(F)(F)F)cc1)c1nc2ccccc2nc1N1CCCCC1	.	5.8%	.	.	-27.4%	-1.1	.
C[C@@H](c1ccccc1)N1C(=O)[C@@H]2CN(S(=O)(=O)c3cccs3)CCN2C1=O	?	6.5%[87.6 µM]	-17.8%[172 µM]	4.2%[88.5 µM]	-3.9%[87.6 µM]	3.6	0.8%[172 µM]
COCC1CCCN(C(=O)c2cc(Cn3c(C)nc4ccccc43)[nH]n2)C1 (centres undefined)	-30.0%	-9.5%	-27.5%	?	10.4%	16.9	-12.9%
COC1CCN(CC2CCCCCN2)CC1 (centres undefined)	-17.6%	8.5%	-19.9%	i	-1.9%	1.2	8.6%
CNC(=O)[C@@H]1C[C@H](Oc2cccnc2)CN1C(=O)CN1CCCCCC1	1.7%	?	i	i	3.4%	0.0	2.0%
Cc1ccc(-n2ncc3c(N4CCCCC4)ncnc32)cc1	.	3.3%	.	.	0.891µM*	13.7	.
CCc1ccc(NC(=O)Cn2c(C)cc3nc4n(c(=O)c32)CCCCC4)cc1	-4.3%	-7.5%	?	3.0%	35.8%[activator]	8.0	-4.5%
O=C(O)[C@@H]1CN(C(=O)CCCc2cn[nH]c2)C[C@H]1c1ccc2c(c1)OCO2	2.7%	-8.5%	-0.3%	i	0.6%	10.0	7.3%
CC(=O)N1Cc2ccccc2CC2(CCCN(CCc3ccc(C)cc3)C2)C1 (centres undefined)	-10.6%	-5.0%	?	i	4.0%	-7.3	.
CC1=NOC2(CCN(Cc3cccc4ccccc34)C2)C1 (centres undefined)	-28.7%[138 µM]	-6.4%[87.6 µM]	?	i	-0.9%[87.6 µM]	13.6	-19.7%[172 µM]
Cc1cccc(C)c1-n1ncc(C(=O)N2CCN(c3ccccn3)CC2)c1C1CCN(C(=O)OC(C)(C)C)CC1	.	-2.0%	.	.	8.1%	-2.7	.
COc1ccc(CN2CCc3nc(N4CCN(c5ccc(F)cc5)CC4)ncc3C2)c(OC)c1OC	.	-8.8%	.	.	?	2.3	.
COc1ccc(Nc2nc3c(S(=O)(=O)c4ccccc4)nnn3c3ccc(Cl)cc23)cc1OC	.	-4.9%	.	.	5.0%	17.1	.
O=C(Cc1cccs1)N1CCCC(Cc2nncn2CC2CC2)C1 (centres undefined)	i	10.9%	i	i	13.2%	2.5	-1.7%
COc1cccc(CN2CCC(Oc3ccc(-c4noc(C5CC5)n4)cc3)C2)c1 (centres undefined)	?	6.3%	39.8µM*	-3.7%	35.6%[activator]	-3.3	-5.8%
COC(=O)[C@@H]1Cc2nc[nH]c2CN1Cc1ccc(OC)c2ccccc12	?	-0.6%[87.6 µM]	?	-27.4%[88.5 µM]	-9.9%[87.6 µM]	18.4	7.4%[172 µM]
CCN(CC)C(=O)N1CCCN(S(C)(=O)=O)C(c2ccccc2)CC(=O)NCC1 (centres undefined)	-13.1%	-1.0%	-2.6%	-7.2%	30.9%[activator]	-0.5	3.5%
CN1CCN(c2cc(=O)c3ccnc(-c4ccc(CO)cc4)c3o2)CC1	?	1.6%[87.6 µM]	i	-5.5%[88.5 µM]	0.8%[87.6 µM]	-15.0	-4.3%[172 µM]
Cc1nnc([C@@H]2CC(F)(F)CN2C(=O)COc2ccc(Cl)cc2)o1	i	5.5%	-14.4%	-8.5%	38.0%[activator]	0.8	2.2%
Cc1cc(Oc2nc3ccccn3c(=O)c2/C=C(\C#N)c2nc3ccccc3s2)ccc1Cl	.	-16.5%	.	.	7.4%	-15.6	.
C[C@H](C(=O)NCCN1CCOCC1)C1CC[C@@]2(C)Cc3sc(CS(=O)(=O)C(C)(C)C)nc3[C@@H](C)[C@@H]2[C@H]1O (some centres undefined)	-6.5%	4.0%	-8.1%	i	26.6%	1.6	-22.1%
CCOc1ccc2nc(N3CCC(C(=O)Nc4ccc(Br)cc4F)CC3)sc2c1	.	-2.1%	.	.	144.8%[activator]	-3.1	.
COc1cccc([S+](=O)([O-])N2CCn3ncc(C(=O)N4CCOCC4)c3C2)c1	-15.0%	?	-5.1%	i	?	11.2	.
CCc1ccc(NC(=O)Cn2ccn3nc4c(c3c2=O)CCCCC4)cc1	-29.8%	-7.9%	?	i	?	28.8	-8.4%
COc1ccc(CC(=O)N2CCN(c3cc(-c4ccc(OC)cc4)[nH]n3)CC2)cc1	?	?	?	i	0.6%	28.7	0.0%
Fc1cc(F)cc(-c2ccc(CN3CC4CCC(C3)N4c3ccc(C(F)(F)F)cc3)cc2)c1	i	9.9%	0.5%	1.8%	-7.0%	-7.5	.
Cc1cccc(NC(=O)c2ccc3nc(C(C)C)oc3c2)c1C	.	-19.3%	.	.	-10.0%	5.1	.
Nc1ccc([N+](=O)[O-])c(C(F)(F)F)c1	.	-11.8%[23.9 µM]	.	i	-14.7%[25.6 µM]	-6.4	.
CC(C)/C=C1\NC(=O)C(C(C)C)n2c1nc1c(c2=O)C=CC=CO1 (centres undefined)	.	-38.0%	.	-6.8%[27.3 µM]	.	1.2	.
CC(C)C(=O)N1Cc2ccccc2CC2(CCCN2Cc2ccncc2)C1 (centres undefined)	-8.4%	2.3%	-18.0%	i	-4.9%	-7.5	.
CC1CCCN(c2cc3c(cc2F)c(=O)c(S(=O)(=O)c2cccc(Cl)c2)cn3C)C1 (centres undefined)	.	-19.3%	.	.	-6.3%	4.6	.
COc1ccc(C(=O)N2CCc3n[nH]c(=O)n3CC2)cc1F	-5.7%	13.9%	-2.5%	2.0%	-9.6%	1.3	5.7%
O=C(NCCCc1ccccc1)c1cn2cc(-c3ccc(C(F)(F)F)cc3)sc2n1	?	6.5%	?	-0.8%	17.7%	-1.6	.
O=C(c1ccccc1F)N1CCCC(C(=O)N2CCC(N3Cc4cccn4C3=O)CC2)C1 (centres undefined)	-29.1%	4.7%	?	1.1%	1.9%	-12.3	.
COc1cccc2c1cc1c(=O)n(CC(=O)O)nc(C)n12	.	0.3%	.	.	7.0%	7.0	.
CS(=O)(=O)N1CC2(CCCN(CC3CC3)C2)Cc2ccccc21 (centres undefined)	i	1.1%	-15.1%	3.2%	-11.8%	-9.5	.
O=C(NCc1ccc(F)cc1Cl)C1CCN(C(=O)c2ncn3c2COC(c2ccccc2)C3)CC1 (centres undefined)	i	3.2%	-2.3%	-16.2%	47.4%[activator]	-1.3	12.6µM*
CC(=O)Nc1ccc(Cl)c(C(=O)N2CCC3(CCCN(C)C3=O)C2)c1 (centres undefined)	-11.5%	-4.1%	-10.4%	4.7%	-7.4%	-1.4	-1.4%
CCc1nnc(NS(=O)(=O)c2ccc(N)cc2)s1	.	0.6%[23.9 µM]	.	0.6%	-35.9%[25.6 µM]	-0.5	.
CN(C)c1nc(NCCN2CCOC2=O)ncc1F	-3.5%	9.4%	-14.5%	-2.3%	-14.0%	8.9	2.1%
O=C(NC[C@H]1OC[C@@H](NCc2ccc(F)cc2)[C@@H]1O)c1ccncc1	i	-0.3%[87.6 µM]	i	i	3.8%[87.6 µM]	6.4	2.5%[172 µM]
COCCN1CC2(CCCN(C(=O)CCc3cccc(F)c3)C2)CCC1=O (centres undefined)	0.6%	-1.8%	0.5%	-0.9%[11.5 µM]	20.0%	-3.2	5.4%
CCC(C(=O)NCCc1ccccc1)n1nc(C)c2sc3ccccc3c2c1=O (centres undefined)	.	-16.8%	.	.	32.1%[activator]	4.1	.

Single records, from the list above.
COCCCNC(=O)c1cn2cc(-c3ccc(C)cc3)sc2n1 in the list: 3T3 cytotox = ?; SNCA viab count = 6.4%[87.6 µM]; HEK cytotox = ?; GPT2 inh = -1.0%[88.5 µM]; SNCA expr inh = 80.8%[activator][87.6 µM]; IP6K1 inhibitor = 1.9; Luciferase inh = .
CN(C)c1nc(NCCN2CCOC2=O)ncc1F in the list: 3T3 cytotox = -3.5%; SNCA viab count = 9.4%; HEK cytotox = -14.5%; GPT2 inh = -2.3%; SNCA expr inh = -14.0%; IP6K1 inhibitor = 8.9; Luciferase inh = 2.1%

Next section
SMILES	3T3 cytotox	SNCA viab count	HEK cytotox	GPT2 inh	SNCA expr inh	IP6K1 inhibitor	Luciferase inh
CC(C)c1noc(-c2cn(C3CCN(C(=O)c4cccc5[nH]ccc45)CC3)nn2)n1	-23.1%	3.4%	44.7µM*	0.7%	-9.1%	12.3	3.8%
CC(=O)N[C@H]1[C@H](O)[C@H](O)C[C@@H]1c1ccc(C(F)(F)F)cc1	0.7%[174 µM]	1.7%[87.6 µM]	i	i	-7.7%[87.6 µM]	11.5	-1.0%[172 µM]
O=[S+]([O-])(c1ccccc1)N1CC(Oc2ccc(F)cc2F)C1	-20.2%	10.0%	-14.8%	0.3%	12.6%	-12.8	.
CCOC(=O)c1sc2ccccc2c1S(=O)(=O)N1CCN(c2cc(C)ccc2C)CC1	.	-1.3%	.	.	5.3%	-12.2	.
O=C(CCn1c(=O)c2cccn2c2cccnc21)N1CCN(c2ccc(Cl)cc2)CC1	.	6.8%	.	.	-14.7%	14.7	.

Compounds from the list above containing a Cl atom, in the order listed:
SMILES	3T3 cytotox	SNCA viab count	HEK cytotox	GPT2 inh	SNCA expr inh	IP6K1 inhibitor	Luciferase inh
COc1ccc(Nc2nc3c(S(=O)(=O)c4ccccc4)nnn3c3ccc(Cl)cc23)cc1OC	.	-4.9%	.	.	5.0%	17.1	.
Cc1nnc([C@@H]2CC(F)(F)CN2C(=O)COc2ccc(Cl)cc2)o1	i	5.5%	-14.4%	-8.5%	38.0%[activator]	0.8	2.2%
Cc1cc(Oc2nc3ccccn3c(=O)c2/C=C(\C#N)c2nc3ccccc3s2)ccc1Cl	.	-16.5%	.	.	7.4%	-15.6	.
CC1CCCN(c2cc3c(cc2F)c(=O)c(S(=O)(=O)c2cccc(Cl)c2)cn3C)C1 (centres undefined)	.	-19.3%	.	.	-6.3%	4.6	.
O=C(NCc1ccc(F)cc1Cl)C1CCN(C(=O)c2ncn3c2COC(c2ccccc2)C3)CC1 (centres undefined)	i	3.2%	-2.3%	-16.2%	47.4%[activator]	-1.3	12.6µM*
CC(=O)Nc1ccc(Cl)c(C(=O)N2CCC3(CCCN(C)C3=O)C2)c1 (centres undefined)	-11.5%	-4.1%	-10.4%	4.7%	-7.4%	-1.4	-1.4%
O=C(CCn1c(=O)c2cccn2c2cccnc21)N1CCN(c2ccc(Cl)cc2)CC1	.	6.8%	.	.	-14.7%	14.7	.
